Screening data from PubChem BioAssay.
mouse EphA4 binding: EphA4 ligand-binding antagonists – biochemical, colorimetric, mouse EphA4, primary screen (AID 689). EphA4-AP binding to KYL peptide, pNPP A405; higher % means a stronger effect. inhibition, % at 10 µM, or IC50 in µM where a hit was titrated. 62,000 compounds, 0.1% hits; in the data active = a potency from the dose series; inactive = the rest, 99 in 100 with inhibition below about 22%
Numbers without * were called inactive. This is a subset. The share of hits here may be higher or lower than overall.

What do the screens show for `COc1ccc(-n2c(Cn3c(=O)sc4ccccc43)nnc2SCC(=O)N2CCCCC2)cc1`?
mouse EphA4 binding: -4%

Results for CCOC(=O)c1sc(NC(=O)c2cc3c(s2)CCC(C)C3)nc1C (configuration not stated) ?
mouse EphA4 binding: -14%

How did Cc1cc(C(=O)OCC(=O)c2ccc3c(c2)OCCO3)c(C)o1 do in these assays?
mouse EphA4 binding: -8%

What do the screens show for `COc1ccc(Cc2ccc(OC)cc2)cc1`?
mouse EphA4 binding: -2%

What do the screens show for `COc1ccccc1NCc1nnc(SCC(=O)N/N=C/c2ccco2)n1-c1ccc(Cl)cc1Cl`?
mouse EphA4 binding: -7%

Results for COc1ccc(/C=N/NC(=O)c2nc(-c3ccccc3)cc(-c3ccccc3)n2)cc1 ?
mouse EphA4 binding: -7%

Results for CC[n+]1c(P(=O)([O-])c2ccccc2)[nH]c2ccccc21 ?
mouse EphA4 binding: -11%

Results for CC(C)C(OC(=O)c1ccco1)C(=O)NC1CCCCC1 (configuration not stated) ?
mouse EphA4 binding: -8%

How did O=C(Oc1ccc(-c2cnc3ccccc3n2)cc1)c1ccco1 do in these assays?
mouse EphA4 binding: -15%

What do the screens show for `CCOc1ccc(NC(=O)/C(=C\c2ccco2)NC(=O)c2ccc(C)cc2)cc1`?
mouse EphA4 binding: -8%

Results for c1ccc(Cn2nnnc2C(c2ccccn2)N2CCN(c3ccccc3)CC2)cc1 (configuration not stated) ?
mouse EphA4 binding: -12%

How did C/C(Nc1ccc(F)cc1)=C(/C#N)C(N)=O do in these assays?
mouse EphA4 binding: 9%

How did CCS(=O)(=O)c1nc(NC(C)=O)n[nH]1 do in these assays?
mouse EphA4 binding: 3%

Results for Oc1ccccc1CNn1cnnc1 ?
mouse EphA4 binding: -4%

How did Cc1c(NC(=O)c2cc(C(C)C)on2)c(=O)n(-c2ccccc2)n1C do in these assays?
mouse EphA4 binding: -5%

Results for CC(=O)N(Cc1cc2cc(C)c(C)cc2n2nnnc12)CC1COCCO1 (configuration not stated) ?
mouse EphA4 binding: 1%

What do the screens show for `FC(F)(F)c1cccc(N2CCN(CC3CC4C=CC3C4)CC2)c1` (configuration not stated)?
mouse EphA4 binding: 4%

Results for COc1ccccc1NC(=O)CSc1nnc(C)o1 ?
mouse EphA4 binding: -11%

Results for CN(C)c1ccc(NC2=NS(=O)(=O)c3ccccc32)cc1 ?
mouse EphA4 binding: -5%

Results for Cc1ccc(Nc2nc(N)nc(CN3CCN(C)CC3)n2)cc1C ?
mouse EphA4 binding: -8%

What do the screens show for `O=C(C1CCCO1)N1CCN(c2c3c(nc4cc(-c5ccc(F)cc5)nn24)CCC3)CC1` (configuration not stated)?
mouse EphA4 binding: -11%

What do the screens show for `COc1cc(C2N(c3ccc(Cl)cc3)C(=O)C3CCCN32)cc(OC)c1OC` (configuration not stated)?
mouse EphA4 binding: 1%

Results for Cc1cc(C(=O)OCC(=O)N2CC(=O)Nc3ccccc32)no1 ?
mouse EphA4 binding: -16%

What do the screens show for `NC(=O)C1CC(=O)N(c2ccc(OCC(=O)Nc3cccc(C(F)(F)F)c3)cc2)C1` (configuration not stated)?
mouse EphA4 binding: 0%

What do the screens show for `CCOc1ccc(NC(=O)c2cn(-c3ccc(OCC)cc3)c(=O)c3cc(OC)c(OC)cc23)cc1`?
mouse EphA4 binding: 11%

Results for Cc1ccc(CN2C(=O)CCSc3ccc(Cl)cc32)cc1 ?
mouse EphA4 binding: -5%

How did Cc1cc(=O)oc2cc(OCC(=O)N3c4ccccc4CC3C)ccc12 (configuration not stated) do in these assays?
mouse EphA4 binding: 0%

What do the screens show for `CCN(CC)C(=O)C1CC(=O)N(c2ccc(OC)cc2)C1c1ccc(OC)cc1` (configuration not stated)?
mouse EphA4 binding: 0%

Results for COc1ccc(-n2cnc3cc(NCc4cccs4)ccc32)cc1 ?
mouse EphA4 binding: 3%

Results for Cc1n[nH]c(C)c1S(=O)(=O)N(CC(=O)N1CCc2ccccc21)c1ccc(C(C)C)cc1 ?
mouse EphA4 binding: 8%

How did Cc1ccc(-c2cc(C(=O)N/N=C/c3c(C)nn(C)c3C)c3ccccc3n2)cc1C do in these assays?
mouse EphA4 binding: -2%

How did CC1CC1C(=O)Nc1nc(-c2ccccc2)cs1 (configuration not stated) do in these assays?
mouse EphA4 binding: -9%

How did Cc1cccc(Oc2ncnc3onc(C)c23)c1C do in these assays?
mouse EphA4 binding: -4%

How did Cc1cc([N+](=O)[O-])ccc1-c1ccc(C(=O)NC(C)(C)C)o1 do in these assays?
mouse EphA4 binding: -3%

How did CNc1cnn(-c2ccccc2)c(=O)c1Cl do in these assays?
mouse EphA4 binding: -14%

Results for COc1ccccc1N(CC(=O)Nc1ccc2c(c1)OCO2)S(=O)(=O)c1ccccc1 ?
mouse EphA4 binding: 0%

Results for CCc1ccc(-n2nnnc2SCC(=O)NNC(=O)c2ccco2)cc1 ?
mouse EphA4 binding: -10%

What do the screens show for `O=C(N(c1cccc(C(F)(F)F)c1)C1C=CS(=O)(=O)C1)C(Cl)(Cl)Cl` (configuration not stated)?
mouse EphA4 binding: 9%

How did CCCOc1ccc2c3c(c(=O)oc2c1OCCC)CCCC3 do in these assays?
mouse EphA4 binding: -8%

How did CCN1CCN(c2ncc3c(n2)CC(c2ccc(OC)c(OC)c2)CC3=O)CC1 (configuration not stated) do in these assays?
mouse EphA4 binding: -4%

Results for CCCCn1c(SCc2nnc(-c3ccccc3)o2)nc2c1c(=O)n(C)c(=O)n2C ?
mouse EphA4 binding: -12%

How did CC(C)c1nc2sc3c(NCc4ccco4)ncnc3c2c2c1COC(C)(C)C2 do in these assays?
mouse EphA4 binding: 2%

How did O=C(Nc1ccc(NC(=O)c2ccco2)cc1)c1cnccn1 do in these assays?
mouse EphA4 binding: -3%

Results for CCCCn1cc(C(=O)c2cc(Br)ccc2O)cc(C#N)c1=O ?
mouse EphA4 binding: -7%

Results for Brc1ccccc1Cn1c(-c2cncs2)nc2ccccc21 ?
mouse EphA4 binding: -19%

What do the screens show for `Nc1ccc(N2CCCCC2)cc1N1CCCCC1`?
mouse EphA4 binding: -9%

Results for CCOc1ccc2nc(SCC(=O)Nc3cc4c(cc3C(C)=O)OCO4)[nH]c2c1 ?
mouse EphA4 binding: -6%

What do the screens show for `O=C(CCC1CCCC1)NCc1ccccn1`?
mouse EphA4 binding: 3%

Gathered by group, the entries above containing a cyano group
How did C/C(Nc1ccc(F)cc1)=C(/C#N)C(N)=O do in these assays?
mouse EphA4 binding: 9%

Results for CCCCn1cc(C(=O)c2cc(Br)ccc2O)cc(C#N)c1=O ?
mouse EphA4 binding: -7%

Remaining list, next part
What do the screens show for `Cn1c(=O)c2c(ncn2CC(=O)N2CCN(c3ccccc3F)CC2)n(C)c1=O`?
mouse EphA4 binding: -2%

How did CCc1ccc(CNCCNCC(C)O)cc1 (configuration not stated) do in these assays?
mouse EphA4 binding: -5%

Results for CCOC(=O)CCCn1ncn2c(cc3occc32)c1=O ?
mouse EphA4 binding: 2%

What do the screens show for `CC(NC(=O)Cc1ccc(F)cc1)c1ccccc1` (configuration not stated)?
mouse EphA4 binding: -5%

What do the screens show for `O=C(CCN1Cc2ccccc2C1)c1ccc2c(c1)OCCO2`?
mouse EphA4 binding: -20%

Results for Cc1ccc(C)c(N2CCN(C(=O)c3cn(C)c4ccc(S(=O)(=O)N(C)C)cc4c3=O)CC2)c1 ?
mouse EphA4 binding: 5%

What do the screens show for `O=C(Nc1ccc(Cc2ccncc2)cc1)c1ccc(Cl)c([N+](=O)[O-])c1`?
mouse EphA4 binding: -4%

How did c1ccc(N2N=C(c3cccs3)CC2c2ccco2)cc1 (configuration not stated) do in these assays?
mouse EphA4 binding: 0%

How did CNC(=O)NC(=O)CSc1cccc(C(F)(F)F)c1 do in these assays?
mouse EphA4 binding: -40%

Results for Cc1ccc(-c2cc(C(F)(F)F)n3ncc(C(=O)N4CCN(C)CC4)c3n2)cc1 ?
mouse EphA4 binding: 5%

Results for CCOC(=O)c1c(NC(=O)CSc2nc(C)cc(C)c2C#N)sc(C(C)=O)c1C ?
mouse EphA4 binding: -13%

How did O=c1oc2cc(OC/C=C/c3ccccc3)ccc2cc1-c1ccccn1 do in these assays?
mouse EphA4 binding: -10%

Results for COc1ccc(-n2nnnc2SCC(=O)Nc2nc3c(s2)CCCC3)cc1 ?
mouse EphA4 binding: -5%

How did O=C(Nc1ccccc1C(=O)O)c1ccc(NC(=O)c2ccc(Br)o2)cc1 do in these assays?
mouse EphA4 binding: -17%

What do the screens show for `Cc1ccc(S(=O)(=O)Nc2nc3ccccc3nc2N2CCc3ccccc3C2)cc1`?
mouse EphA4 binding: 0%

What do the screens show for `Cc1ccc(S(=O)(=O)N(CC(=O)NCCC2=CCCCC2)Cc2ccccc2)cc1`?
mouse EphA4 binding: -8%

Results for Cn1c(SCC(=O)NCCNC(=O)CSc2nnc(C(F)(F)F)n2C)nnc1C(F)(F)F ?
mouse EphA4 binding: -5%

What do the screens show for `CCC(=O)N1CCN(CCN=CC2=C(O)CC(c3cccs3)CC2=O)CC1` (configuration not stated)?
mouse EphA4 binding: -2%

How did CCOC(=O)CSc1nnc2n(Cc3ccccc3)c(=O)c3c4c(sc3n12)CCC4 do in these assays?
mouse EphA4 binding: -10%

Results for O=C(Nc1ccccc1C(F)(F)F)Nc1cccc2ccccc12 ?
mouse EphA4 binding: -6%

Results for O=C(CSCSCC(=O)Nc1ccc2c(c1)OCO2)Nc1ccc2c(c1)OCO2 ?
mouse EphA4 binding: -16%

Results for CCOC(=O)c1[nH]c(C)c(C(=O)OCC)c1C ?
mouse EphA4 binding: -12%

Results for Cc1cc(C)c(S(=O)(=O)N2CCC(C(=O)NCc3ccc(Cl)cc3Cl)CC2)c(C)c1 ?
mouse EphA4 binding: -11%

Results for CC1Cc2cc(/C(O)=C3/C(=O)C(=O)N(CCCn4ccnc4)C3c3ccco3)ccc2O1 (configuration not stated) ?
mouse EphA4 binding: -14%

Results for O=C(Nc1ccccn1)Nc1cccs1 ?
mouse EphA4 binding: 5%

Results for OC(COc1cccc2ccccc12)CN1CCCC1 (configuration not stated) ?
mouse EphA4 binding: -17%

Results for CCOC(=O)C1(S(=O)(=O)c2ccccc2)CCN(Cc2ccccc2)CC1 ?
mouse EphA4 binding: -5%

How did CCOCCCNC(=O)N[C@@H](Cc1ccccc1)C(=O)OC do in these assays?
mouse EphA4 binding: 1%

What do the screens show for `Cc1ccc(S(=O)(=O)NCCC(=O)Nc2ccc3c(c2)OCO3)cc1`?
mouse EphA4 binding: -12%

What do the screens show for `COc1ccc(-c2noc(CSc3nc4ccccc4c(=O)n3-c3ccc(C)cc3)n2)cc1`?
mouse EphA4 binding: -16%

How did Cc1ccc(C)c(Nc2nc3nonc3nc2N2CCOCC2)c1 do in these assays?
mouse EphA4 binding: -12%

What do the screens show for `CCOc1ccc(-n2cc(C(=O)NCc3ccco3)c3cc(OC)c(OC)cc3c2=O)cc1`?
mouse EphA4 binding: -8%

How did CC(=O)Nc1ccc2sc(C)nc2c1 do in these assays?
mouse EphA4 binding: 3%

What do the screens show for `Cc1cccc(N2CCN(S(=O)(=O)c3ccc4c(c3)CCN4C(=O)CCC(=O)O)CC2)c1C`?
mouse EphA4 binding: -6%

Results for O=C(CCC(=O)c1cccs1)OCc1nc2ccccc2s1 ?
mouse EphA4 binding: -9%

How did O=C(NCCc1ccco1)c1nn(Cc2ccccc2)c(=O)c2ccccc12 do in these assays?
mouse EphA4 binding: 1%

Ordered by heavy-atom count (smallest number first): some entries from above
How did CC(=O)Nc1ccc2sc(C)nc2c1 do in these assays?
mouse EphA4 binding: 3%

Results for O=C(Nc1ccccn1)Nc1cccs1 ?
mouse EphA4 binding: 5%

Results for O=C(CCC(=O)c1cccs1)OCc1nc2ccccc2s1 ?
mouse EphA4 binding: -9%

More results follow:
Results for COc1cc2c(cc1OC)C1=C(C#N)CCC(=NC(=O)c3ccc(Cl)cc3)N1CC2 ?
mouse EphA4 binding: -12%

Results for COc1ccccc1C(=O)N1CCN(S(=O)(=O)c2ccccc2)CC1 ?
mouse EphA4 binding: -17%

Results for Cc1onc(-c2ccccc2Cl)c1C(=O)N1CCN(C(=O)c2ccco2)CC1 ?
mouse EphA4 binding: 0%

How did CCCCCCN=CC1=C(O)C(C(=O)OC)C(C)(C)CC1=O (configuration not stated) do in these assays?
mouse EphA4 binding: -13%

How did Cc1cc(C(=O)OC2CCOC2=O)c2ccccc2n1 (configuration not stated) do in these assays?
mouse EphA4 binding: -10%

What do the screens show for `CC(Oc1ccc(F)cc1)C(=O)Nc1sc2c(c1C(=O)NCc1cccnc1)CCCC2` (configuration not stated)?
mouse EphA4 binding: 2%

How did COc1ccc(CCCc2nnc(SCC(=O)Nc3cccc(C)c3)o2)cc1 do in these assays?
mouse EphA4 binding: -8%

What do the screens show for `Cc1ccc(C)c(NC(=O)Cn2nnc(C(=O)NCc3cccs3)c2N)c1`?
mouse EphA4 binding: -13%

How did Cc1ccc2c(c1)C(c1ccncc1)=NNC(c1ccc(C(C)C)cc1)=N2 do in these assays?
mouse EphA4 binding: -6%

What do the screens show for `Cc1ccc(NS(=O)(=O)c2ccc3c(c2)c(=O)n(C)c(=O)n3C)cc1F`?
mouse EphA4 binding: -1%

Results for COc1ccc(/C=C(\NC(=O)c2ccccc2)C(=O)NCC(C)C)cc1OC ?
mouse EphA4 binding: -7%

How did COc1ccc(OCc2nnc(SCC(=O)O)n2N)cc1 do in these assays?
mouse EphA4 binding: -2%

Results for CN(C)c1ccc(/C=C2\SC(=S)N(C(Cc3ccccc3)C(=O)O)C2=O)cc1 (configuration not stated) ?
mouse EphA4 binding: -12%

What do the screens show for `O=C(/C=C/c1ccccc1)Nc1nc2ccc(Br)cc2s1`?
mouse EphA4 binding: -12%

Molecules listed so far containing bromine, in the order listed:
Results for CCCCn1cc(C(=O)c2cc(Br)ccc2O)cc(C#N)c1=O ?
mouse EphA4 binding: -7%

Results for Brc1ccccc1Cn1c(-c2cncs2)nc2ccccc21 ?
mouse EphA4 binding: -19%

How did O=C(Nc1ccccc1C(=O)O)c1ccc(NC(=O)c2ccc(Br)o2)cc1 do in these assays?
mouse EphA4 binding: -17%

What do the screens show for `O=C(/C=C/c1ccccc1)Nc1nc2ccc(Br)cc2s1`?
mouse EphA4 binding: -12%
